# yeast rad50: NCI yeast anticancer drug screen, S. cerevisiae rad50 strain. % growth inhibition at 50 µM. hit rate 10% among 79,000;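 note: 0% = growth of vehicle-only cultures of the same strain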
#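 Growth of the mutant yeast was measured after compound exposure and referenced to vehicle-treated cultures.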
# mlh1 rad18: NCI yeast anticancer drug screen, S. cerevisiae mlh1 rad18 strain. growth inhibition, % at 50 µM. hit rate 11% among 79,000;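 note: 0% = growth of vehicle-only cultures of the same strain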
#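 Inhibition values reflect reduced growth of mutant yeast versus vehicle-treated controls following compound exposure; the mutations affect DNA damage repair.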
# yeast sgs1 mgt1: NCI yeast anticancer drug screen, S. cerevisiae sgs1 mgt1 strain; % growth inhibition at 50 µM; hit rate 10% among 78,000;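 note: 0% = growth of vehicle-only cultures of the same strain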
#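 Genetically altered yeast, compound exposure, growth inhibition relative to vehicle.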
# yeast cln2 rad14: NCI yeast anticancer drug screen, S. cerevisiae cln2 rad14 strain; AID 165; hit rate 8.3% among 78,000; growth inhibition, % at 50 µM;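 note: 0% = growth of vehicle-only cultures of the same strain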
#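 The screen exposed genetically defined yeast (cln2 rad14) to test compounds and scored growth inhibition relative to vehicle-treated controls.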
# yeast mec2-1: NCI yeast anticancer drug screen, S. cerevisiae mec2-1 strain; % growth inhibition at 50 µM; hit rate 9% among 79,000; AID 157;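 note: 0% = growth of vehicle-only cultures of the same strain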
#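 mec2-1 yeast strain, carrying an alteration in DNA damage repair or cell cycle control, was exposed to compounds; growth inhibition was measured relative to vehicle-treated controls.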
# bub3: NCI yeast anticancer drug screen, S. cerevisiae bub3 mutant strain | growth inhibition, % at 50 µM | AID 167 | hit rate 9.9% among 78,000;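 note: 0% = growth of vehicle-only cultures of the same strain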
#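 Compounds were applied to a genetically altered yeast strain carrying a cell-cycle control defect. Growth inhibition was scored against vehicle-treated controls.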
# An asterisk follows results filed as active; . = no result given. Cut-off read from the data, not from the text of the source: active = growth inhibition above about 70%; inactive = the rest. This is a random part of the collection; overall some 14% were active at least once.
molecule	yeast rad50	mlh1 rad18	yeast sgs1 mgt1	yeast cln2 rad14	yeast mec2-1	bub3
CC(=O)/C(C=Nc1c(C)n(C)n(C)c1=O)=C(/O)c1ccccc1	0.1	16.0	-10.4	7.5	4.0	-19.6
CC(=O)OC1OC(c2ccoc2)C[C@@]12C1CCC3O[C@]3(C)[C@]1(C)C[C@H](OC(C)=O)[C@H]2C (some centres undefined)	-0.5	-13.2	-41.5	-13.6	-14.5	-32.1
CC(=O)Nc1cccc(Cl)c1C	17.6	-0.3	1.4	4.9	11.7	8.8
O=c1[nH]c(=O)n(C2OC(CO)C(O)C2O)cc1OCCCc1ccccc1 (centres undefined)	-23.1	8.8	16.4	31.2	-1.8	-5.5
O=c1ccc(O)c[nH]1	12.3	16.1	34.7	9.9	18.8	2.8
CCCCc1ccc([I+]c2cccc([N+](=O)[O-])c2)cc1	46.0	36.5	49.7	25.8	15.0	33.6
COCN(COC)c1nc(CCC(Br)(Br)Br)nc(N(COC)COC)n1	36.5	31.0	21.9	37.0	11.5	-2.9
Nc1nc(N)c(N2CCN(Cc3ccccc3)CC2)c(Cl)n1	30.1	27.4	33.1	18.9	10.8	18.3
NC1=C(O)C(=O)C(c2c(Cl)cccc2Cl)O1 (centres undefined)	12.2	-28.6	-2.9	23.3	-15.5	-29.6
CCOC(=O)C(C)(C)Oc1ccc2c(=O)cc(-c3ccccc3)oc2c1	85.5*	89.9*	93.4*	92.5*	93.0*	92.5*
c1ccc2c(c1)CCCN1CCc3ccccc3C21 (centres undefined)	1.1	11.4	-4.5	-5.1	-12.4	1.7
COc1cc(Cl)ccc1NC(=O)Oc1ccc2ccccc2c1	11.8	9.4	13.0	9.2	14.2	14.4
CCN(/C=C/C=C1C(=O)N(C)C(=O)N(C)C1=O)CC	-5.3	-16.8	-5.1	7.3	3.0	-5.3
CCCCC(=O)c1ccc2ccccc2c1O	6.9	6.8	3.9	-18.0	-6.3	-6.3
N[n+]1cccc2ccccc21	3.4	8.7	-4.3	-3.2	-0.8	1.4
CC1OC(c2ccc(Cl)cc2Cl)OC1C (centres undefined)	6.5	1.5	2.6	0.7	-0.9	0.9
CC(C)(C)c1ccc(O)c(O)c1	63.4	81.2*	79.8*	-8.9	61.6	37.6
Cc1c(/C=N/O)nc2ccccc2c1C(=O)O	-15.1	-28.9	-6.5	-24.1	-9.2	-3.9
COC(=O)CC1C(OC)OC23CCC1C2(C)CCC1C3CCC2CC(OC3CCCCO3)CCC21C (centres undefined)	19.1	18.3	9.6	12.6	1.1	3.2
O=c1c(O)c(-c2ccc(Cl)cc2)oc2cc(O)ccc12	88.7*	91.5*	89.7*	-9.3	77.7*	59.5

# An excerpt of these results, field by field:
CCCCC(=O)c1ccc2ccccc2c1O
  yeast rad50 = 6.9 | mlh1 rad18 = 6.8 | yeast sgs1 mgt1 = 3.9 | yeast cln2 rad14 = -18.0 | yeast mec2-1 = -6.3 | bub3 = -6.3

c1ccc2c(c1)CCCN1CCc3ccccc3C21 (centres undefined)
  yeast rad50 = 1.1 | mlh1 rad18 = 11.4 | yeast sgs1 mgt1 = -4.5 | yeast cln2 rad14 = -5.1 | yeast mec2-1 = -12.4 | bub3 = 1.7

Cc1c(/C=N/O)nc2ccccc2c1C(=O)O
  yeast rad50 = -15.1 | mlh1 rad18 = -28.9 | yeast sgs1 mgt1 = -6.5 | yeast cln2 rad14 = -24.1 | yeast mec2-1 = -9.2 | bub3 = -3.9

# The listing continues:
molecule	yeast rad50	mlh1 rad18	yeast sgs1 mgt1	yeast cln2 rad14	yeast mec2-1	bub3
CC(C)=CCC(OC(=O)CC(C)C)C1=CC(=O)c2c(O)ccc(O)c2C1=O (centres undefined)	87.3*	87.4*	89.7*	82.2*	89.2*	86.0*
CCCc1cccc[n+]1CC(=O)c1ccccc1	5.7	-1.6	5.0	-51.5	11.1	25.4
CCOC(=O)C1(C(=O)OCC)CC1c1ccccc1 (centres undefined)	4.6	-3.2	5.5	-0.6	-32.5	-11.7
COc1cccc(C2c3cc4c(cc3OC(O)C2C)OCO4)c1O (centres undefined)	13.6	58.0	-6.5	12.6	11.5	34.1
C/C(=C\C(C)(C)c1ccccc1)c1ccccc1	-14.9	-25.1	-3.8	-8.3	-31.6	9.2
C[N+](C)(C)CC(=O)N/N=C\c1c(O)ccc2ccccc12	69.3	62.9	27.6	-14.7	30.8	45.6
Cc1nc2c(s/c(=N\N)n2-c2ccccc2)c(=O)[nH]1	-44.9	-29.9	-39.7	-17.3	-23.8	-14.2
O=C1c2ccccc2C(=O)N1CSS(=O)(=O)O	-4.4	8.8	8.7	7.1	-6.0	-1.2
Clc1ccc(OCc2nnc3n2N=C(c2ccc(Br)cc2)CS3)cc1	5.5	13.6	8.8	7.0	8.3	-5.0
O=S(=O)(O)C(O)c1ccccc1O (centres undefined)	-4.6	-10.2	2.8	10.4	7.8	2.2
CN1c2ccccc2Sc2ccccc21	-35.4	-4.7	14.2	-4.1	-2.1	1.7
O=[N+]([O-])c1ccc2c(c1)/C(=N/O)CCC2	0.5	4.0	1.1	-86.4	-0.6	-15.8
BrC1CC1(c1ccccc1)c1ccccc1 (centres undefined)	0.1	-0.3	-3.5	-6.4	0.3	3.6
COC(=O)C1=C(O)C(C(=O)OC)[C@@]2(O)[C@@H](C(=O)OC)[C@H](C)[C@@H](C)[C@@H]1[C@@H]2C(=O)OC (some centres undefined)	6.2	11.9	15.2	-16.4	3.1	-18.4
COc1ccc(-c2c3ccccc3[n+](-c3ccccc3)c3ccccc23)cc1	99.6*	99.3*	99.5*	99.2*	99.5*	99.2*
CCC1(c2ccccc2)NC(=O)N(N)C1=O (centres undefined)	0.4	1.9	-8.8	9.1	28.5	-0.8
OCC(F)(F)C(F)(F)C(F)(F)C(F)F	-41.8	28.1	-10.7	-28.1	9.4	1.4
Cc1cc(C)nc(C)c1	-22.2	23.9	-14.2	-11.1	-15.1	-3.4
O=C1CN(Cc2ccccc2)CC(=O)N2C(c3ccccc3)CCCN12 (centres undefined)	6.0	-4.0	10.5	18.6	-1.5	14.9
CCOC(=O)c1[nH]c2cccc3c2c1CC(Br)C3=O (centres undefined)	89.8*	89.4*	83.3*	50.6	91.3*	76.0*

# Some of the entries so far, with two lines to a compound:
# Results follow in this order: yeast rad50	mlh1 rad18	yeast sgs1 mgt1	yeast cln2 rad14	yeast mec2-1	bub3
CC(C)=CCC(OC(=O)CC(C)C)C1=CC(=O)c2c(O)ccc(O)c2C1=O (centres undefined)
    87.3*	87.4*	89.7*	82.2*	89.2*	86.0*
CCCc1cccc[n+]1CC(=O)c1ccccc1
    5.7	-1.6	5.0	-51.5	11.1	25.4
CCOC(=O)C1(C(=O)OCC)CC1c1ccccc1 (centres undefined)
    4.6	-3.2	5.5	-0.6	-32.5	-11.7

# The list goes on:
molecule	yeast rad50	mlh1 rad18	yeast sgs1 mgt1	yeast cln2 rad14	yeast mec2-1	bub3
c1ccc(CNCc2ccccn2)nc1	22.2	2.8	-7.2	-86.2	-16.4	3.0
c1nc2nc(N3CCCCC3)nc(N3CCOCC3)c2[nH]1	-3.0	0.8	9.8	8.4	2.0	-29.2
NC1CCCCC1NCCNC1CCCCC1N (centres undefined)	-3.1	10.8	16.4	-12.9	9.3	42.4
C1=Cc2ccccc2/C1=C/c1cccc(/C=C2\C=Cc3ccccc32)c1	-8.0	-25.2	5.0	-28.1	6.7	-6.0
COC1=CC(=C(\C#N)c2ccc(Cl)cc2)/C=CC/1=N/O	20.1	21.9	3.9	-7.2	11.6	5.8
N#Cc1c(-c2ccccc2)c(C#N)c(=O)n(N)c1N	-6.7	16.9	7.3	2.5	-0.8	23.1
COc1cc(C2SCC(=O)N2c2ccc(-n3c(-c4ccccc4)nc4ccccc4c3=O)cc2)ccc1O (centres undefined)	-12.6	22.0	10.7	-36.2	-8.8	3.3
CC(=O)Nc1ccc(-c2ccccc2)cc1[N+](=O)[O-]	14.9	41.7	-24.1	-113.0	16.6	44.4
COc1ccc(C2=C/C(=C/c3ccc(N(CCC#N)CCC#N)cc3)C(=O)O2)cc1	-75.2	-22.8	-16.4	-18.2	-6.2	-3.0
NNC(=O)C(=O)Nc1nccs1	0.7	-4.6	2.0	7.0	0.8	-5.3
O=[N+]([O-])c1ccccc1SCc1ccccc1	85.4*	52.6	54.7	44.0	15.8	30.8
COc1ccc2nc3cc(Cl)ccc3c(Sc3ccc(N)cc3)c2c1	1.9	-3.4	0.0	27.5	-10.3	-11.2
CC(C)c1cccc(C(C)C)c1N1C(=O)C(=O)C(c2nc3ccccc3s2)C(=O)C1=O	-11.7	-12.2	-7.7	-10.0	-17.1	1.6
CO/N=C(\C(=O)N(C)n1cnnc1)c1csc(NC(c2ccccc2)(c2ccccc2)c2ccccc2)n1	21.7	28.0	11.8	25.1	13.2	18.8
NC1=C(O)C(=O)C(/C=C/c2ccccc2)O1 (centres undefined)	-18.8	21.0	-2.5	0.6	0.5	-1.6
c1ccc2cnncc2c1	0.3	0.2	-11.8	4.3	-0.6	11.7
CCOc1cc2c(cc1O)CC[C@@H]1[C@@H]2CC[C@]2(C)[C@@H](O)CC[C@@H]12	41.0	40.8	46.8	33.4	-10.4	44.2
Cc1ccc(NC(=O)/C(=N/N(C)C)C(C2OC(=O)c3ccccc32)[N+](=O)[O-])cc1 (centres undefined)	3.8	-33.5	20.3	6.5	-6.4	28.6
CC1(C)C(c2ccccc2)=NN(O)c2ccccc21	-22.3	-9.4	0.2	15.4	-15.8	-4.5
CCCCCCC(=O)/C=C/c1ccc(Cl)cc1Cl	22.4	13.7	2.3	-11.6	-2.2	18.5
CCOc1ccc(F)cc1	10.7	25.9	16.5	22.6	-13.5	6.3
Cc1cc([N+](=O)[O-])cc(Br)c1N	23.1	25.4	-1.6	3.2	11.1	0.2
CCOc1ccc2nc([NH-])sc2c1.CCOc1ccc2nc([NH-])sc2c1.[Cl][Pt+2][Cl]	26.4	62.1	47.8	17.9	35.5	-4.8
CCCCc1c2c(nc3c1CCc1cc4cc5c(nc4nc1-3)-c1nc3c(c(CCCC)c1CC5)CCCC3)CCCC2	7.5	29.4	16.1	-45.7	24.9	9.9
Cc1nc(-c2ccccc2)cc2c1c(=O)oc1ccccc12	-14.7	-8.6	4.0	6.3	-30.6	-5.4
O=C1Oc2ccccc2C(=O)/C1=C/N1C(=O)CNC1=S	1.0	43.5	-9.6	8.6	-8.2	2.3
COc1ccc(N=Nc2c(C)c(C#N)c(=S)n(C3OC(COC(C)=O)C(OC(C)=O)C(OC(C)=O)C3OC(C)=O)c2-c2ccccc2)cc1 (centres undefined)	-8.6	-5.1	-20.6	9.1	-8.9	8.0
O=C1CCCc2c1oc1c2CCCC1	-12.1	-1.2	-36.5	0.7	-25.6	-23.8
O=[N+]([O-])c1ccc(N=NNc2ccc([N+](=O)[O-])cc2)cc1	4.5	5.4	-2.0	-38.1	-13.0	-3.0
COc1ccc(C(=O)Nc2ccccc2CCC2CCCCN2C)cc1 (centres undefined)	29.2	19.0	10.3	22.4	3.0	1.1
CC(=O)N1c2ccccc2C23CCN4CC5=CCOC(O)C(C5CC42)C13 (centres undefined)	-20.1	-62.4	-18.6	-6.5	-21.4	-13.9
CC12CCC(=O)[C@@]1(C)CCCC2O (some centres undefined)	-34.2	-32.2	-12.8	-34.6	-34.4	-26.8
CCCC(CCC)N(CC)CCOC(=O)N(CC)CC	-20.4	-13.8	2.0	5.8	0.8	4.4
CCCCC(CC)COC(=O)c1ccccc1 (centres undefined)	4.9	3.0	-2.4	-9.2	-2.1	36.6
Cc1ccc(CNc2cccc([N+](=O)[O-])c2)cc1	8.6	1.8	.	.	-13.6	.
CCC(O)CN(C)C (centres undefined)	8.0	3.5	6.7	-13.4	-4.6	0.8
Oc1cc2c(c3c(O)c4ccccc4c(O)c13)=NC1CCCCC1N=2 (centres undefined)	6.2	40.0	20.6	7.6	9.6	15.3
Cc1ccc(-c2nc3c(C)nc(-c4ccccc4)nc3n2Nc2ccccc2)cc1	-0.3	33.8	-8.6	-2.4	2.4	-0.1
Cc1ccccc1NC(=O)Nc1ccccc1C	-3.8	-11.9	3.5	-23.0	-15.3	-20.2
NC(CO)c1ccccc1 (centres undefined)	-9.4	13.2	2.2	-4.5	9.6	-9.6
Cc1ccc(S(=O)(=O)C(Br)CC(=O)c2ccccc2)cc1 (centres undefined)	99.0*	99.3*	99.7*	99.5*	99.8*	99.7*
CC(C)(C)OC(=O)C1CCC(=O)N1C(=O)OCc1ccccc1 (centres undefined)	7.0	-0.4	-4.4	1.4	8.7	10.3
CC(=O)Nc1ccc(/C=C/C(=O)c2sc(-c3cccnc3)nc2C)cc1	33.2	29.3	3.2	17.9	11.8	17.5

# Screening data as filed in PubChem BioAssay.
